Epigenetic derep: derepresses silenced GFP reporter in murine cells; murine LDR cells, GFP reporter derepression, 30 h; Potency, µM (series often up to 53.9 µM), for the others: at the highest dose GFP activation, actives largely listed as activators; actives 0.2% (n = 280,000); further: % of control where 0% means no effect; nearly all actives have a fitted effect of over 60% in size
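Reporter derepression read as number of fluorescent GFP-positive objects, 20-120 um in size, counted by laser-scanning cytometer. Mouse LDR line with an epigenetically silenced CMV-GFP locus; compound incubation 30 h, 37 C.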
Tau fluor counter: counter-screen for tau fibril formation inhibitors. tau K18 P301L Alexa594 fluorescence, heparin fibrillization. Potency, µM (doses to about 57.7 µM), for inactives: at the top dose activity change, negative = decrease. actives 0.93% (n = 280,000); further: on the % scale 0 is the no-effect control and ±100 the full control effect; nearly all actives have a fitted effect of over 55% in size
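Human tau K18 P301L (15 uM unlabeled, 0.24 uM Alexa 594-labeled) in 100 mM sodium acetate pH 7 with 20 uM heparin, 6 hr at 37 C. ThT 30 uM added, 1 hr ambient; Alexa 594 FP and total fluorescence read at 555/632 nm.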
GAA glycogen: inhibitors or activators of human alpha-glucosidase glycogen cleavage; Potency, µM (top dose mostly 76.4 µM), inactives show at the top dose activity change, negative = inhibition, hits mostly inhibitors; AID 2100; recombinant GAA, glycogen substrate, Amplex Red glucose oxidase fluorescence; P10253; actives 0.38% (n = 300,000);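 further: 0% = full enzyme reaction and -100% = no-enzyme basal signal; the screen sought inhibitors and activators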
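Recombinant enzyme (4 nM final) with compounds titrated up to 77 uM and bovine liver glycogen (30 ug) in citrate pH 5.0, 0.01% Tween-20, 37 C 40 min. Released glucose detected by Amplex Red/glucose oxidase (Ex 573/Em 610); AC50 from Hill fits.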
The depositor's hits bear a star; ? = inconclusive; . = not tested or not shown; & = joins results of further samples; [ ] = another dose, or the depositor's remark. The call rests on the fitted dose curve; in most records, active means well fitted curve in the direction sought with a large enough effect; inconclusive means small, poorly fitted or top-dose-only effect, or another doubt; inactive means no such curve, though single readings can be large; an effect the other way counts as inactive or inconclusive. Potency means the concentration at half of the fitted maximal effect.

SMILES	Epigenetic derep	Tau fluor counter	GAA glycogen
CCCC(=O)Nc1ccc2nc(SCC(=O)N3CCOCC3)sc2c1	3.2%	-3%	12%[76.3 µM]
O=C(O)CCc1ccc(-c2ccccc2)n1CC(=O)Nc1ccccc1C(F)(F)F	-1.0%	-7%	14%[76.3 µM]
Cc1sc2ncn(CC(=O)N3CCN(c4ccc(F)cc4)CC3)c(=O)c2c1S(=O)(=O)N1CCCCC1	-1.0%	-23%	10%[76.3 µM]
CCc1nn(CC(=O)N2CCCCC2)c(=O)c2cc3sc(C)cc3n12	0.0%	-3%	16%[76.3 µM]
CCC1CCCCN1C(=O)c1sc(-n2nc(C)c(Cc3ccccc3)c2C)nc1C (centres undefined)	-1.6%	-4%	-1%[76.3 µM]
Cc1ccc(-n2nc(CO)c(C(=O)NCCCCc3ccccc3)n2)cc1	18%	-6%	-5%[76.3 µM]
Cc1cc(C)cc(N(CC(=O)Nc2cccc(C)c2C)S(=O)(=O)c2c(C)[nH]c(=O)[nH]c2=O)c1	0.0%	-4%	12%[76.3 µM]
CCc1cccc(NC(=O)CCc2nc3cccnc3n2-c2ccccc2)c1	1.3%	-28%	11%[76.3 µM]
COc1ccc(CC(=O)NCCS(=O)(=O)N2CCN(c3ccc(F)cc3)CC2)cc1OC	1.7%	-7%	1%[76.3 µM]
O=C(NCCSCc1c(F)cccc1Cl)C1CCN(S(=O)(=O)Cc2ccccc2)CC1	1.0%	-19%	6%[76.3 µM]
CCc1ccc2oc(C(=O)NCc3ccccc3)cc(=O)c2c1	-1.9%	-7%	-5%[76.3 µM]
Cc1ccc(-c2nn(CC(=O)Nc3cccc(C(F)(F)F)c3)c(=O)c3ccccc23)cc1	-0.7%	?	-17%[76.3 µM]
CCCCC(=O)Nc1cc2nn(-c3ccc(OCC)cc3)nc2cc1C	-2.3%	-2%	4%[76.3 µM]
Cc1nn(C(C)C(=O)NCCc2ccccc2)c(=O)c2c1sc1ccccc12 (centres undefined)	13%	?	-10%[76.3 µM]
COc1ccccc1CNC(=O)Cn1ncc2c(=O)oc3ccc(C)cc3c21	-2.0%	-12%	1%[76.3 µM]
O=C(CSc1nnc(-c2ccccc2Cl)o1)N1CCCc2ccccc21	-0.4%	-24%	-9%[76.3 µM]
COc1cccc(OCCCn2c(-c3ccc(Cl)cc3)nc3ccccc3c2=O)c1	-3.7%	-16%	-2%[76.3 µM]
CCCCCS(=O)(=O)c1oc(-c2cccs2)nc1S(=O)(=O)c1ccc(C)cc1	-1.9%	-8%	7%[76.3 µM]
CC(C)(C)OC(=O)N1CCC(c2c(C(=O)O)cnn2-c2ccc(F)cc2F)CC1	-2.5%	0%	16%[76.3 µM]
CCn1c(C(=O)NCc2ccccc2)cc2sc(Cl)cc21	1.6%	?	-8%[76.3 µM]
COC(=O)c1cc2oc(C)cc2n1Cc1cc(C)ccc1C	0.0%	-12%	-13%[76.3 µM]
COc1ccc2c(c1)c(=O)c(C(=O)c1ccc(F)cc1)cn2CC(=O)Nc1ccc2c(c1)OCCO2	1.8%	-24%	8%[76.3 µM]
O=C(CC1N=C2c3ccccc3N=C(SCC(=O)Nc3cccc(C(F)(F)F)c3)N2C1=O)NCc1cccs1 (centres undefined)	2.1%	-15%	-16%[76.3 µM]
O=C(C1CC1)N1CCc2cc(Br)cc(S(=O)(=O)Nc3ccc(F)c(F)c3)c21	5.1%	?	-9%[76.3 µM]

Three entries out of the list, ordered by number of heavy atoms, highest first.
SMILES	Epigenetic derep	Tau fluor counter	GAA glycogen
COc1ccc(CC(=O)NCCS(=O)(=O)N2CCN(c3ccc(F)cc3)CC2)cc1OC	1.7%	-7%	1%[76.3 µM]
CC(C)(C)OC(=O)N1CCC(c2c(C(=O)O)cnn2-c2ccc(F)cc2F)CC1	-2.5%	0%	16%[76.3 µM]
CCCC(=O)Nc1ccc2nc(SCC(=O)N3CCOCC3)sc2c1	3.2%	-3%	12%[76.3 µM]

(cont.)
SMILES	Epigenetic derep	Tau fluor counter	GAA glycogen
CCOc1ccc(C(=O)Nc2ccc(Cl)c(-c3nc4cc(C)cc(C)c4o3)c2)cc1	7.1%	-19%	8%[76.3 µM]
COc1ccc(Br)cc1C(=O)Nc1ccc(-c2nc3cc(Cl)ccc3o2)cc1	-1.6%	-18%	8%[76.3 µM]
Cc1nn(-c2ccccc2)c(OC(=O)C(C)(C)C)c1Sc1ccccc1	-1.3%	-22%	?
CCOc1ccccc1NC(=O)COc1ccc(S(=O)(=O)NC2CCCCC2)cc1	-0.1%	-24%	-1%[76.3 µM]
O=C(CC1Sc2ccc(C(F)(F)F)cc2NC1=O)Nc1ccc(Cl)c(C(F)(F)F)c1 (centres undefined)	3.5%	?	5%[76.3 µM]
CCOC(=O)CCc1c(C)c2cc3c(c(C)c2oc1=O)OCN(CCc1ccccc1OC)C3	3.7%	-24%	-6%[76.3 µM]
O=C(Cn1cc(SCc2ccc(F)cc2)c2ccccc21)N1CCCC1	11%	-30%	6%[76.3 µM]
Cc1ccc(Oc2nc3ccccn3c(=O)c2/C=C(\C#N)c2nc3ccccc3s2)c(C)c1	-1.0%	-29%	0%[76.3 µM]
CCc1ccccc1-n1c2c(cc(-c3nc(-c4ccc(Cl)cc4)cs3)c1=O)C(=O)CC(C)(C)C2	-0.9%	0%	6%[76.3 µM]
CC1=C(C(=O)Nc2ccccc2)C(C(C)C)n2nc(SCc3ccccc3C)nc2N1 (centres undefined)	-1.1%	-15%	-2%[76.3 µM]
O=C(Nc1ccc(O)c(-c2nc3ccccc3o2)c1)c1ccco1	2.1%	?	9%[76.3 µM]
CCCCN(Cc1ccccc1)C(=O)CN(C)S(=O)(=O)c1ccc2c(c1)c(=O)n(C)c(=O)n2C	-0.3%	-11%	-17%[76.3 µM]
Cc1c(C(=O)N(Cc2ccc(N(C)C)cc2)CC2CCCO2)oc2ccccc12 (centres undefined)	0.7%	-23%	-1%&-17%[76.3 µM]
Cc1cc(C)c(OCC(=O)N(Cc2cccc(F)c2)Cc2ccco2)c(C)c1	-3.1%	-19%	-13%[76.3 µM]
Cc1ccc(CCNC(=O)c2cc3sccc3n2Cc2ccc(C)cc2)cc1	5.2%	-18%	6%[76.3 µM]
O=C(NCCc1ccccc1)c1ccc(CS(=O)Cc2ccc(Cl)cc2)o1 (centres undefined)	3.0%	-16%	4%[76.3 µM]
CCOC(=O)c1c(C)n(-c2ccccc2)c2ccc(OC(=O)c3cccc(C)c3)cc12	-1.6%	-5%	14%[76.3 µM]
CCCc1nn2c(C)c(-c3ccccc3)nc2s1	1.9%	-18%	-6%[76.3 µM]
Cc1ccc(N2CCN(S(=O)(=O)c3cc(Br)cc4c3N(C(=O)C3CC3)CC4)CC2C)cc1 (centres undefined)	0.4%	?	-10%[76.3 µM]
Cc1ccc(Cn2c(C)c(CNCC(C)c3ccccc3)c(C(=O)O)c2C)cc1 (centres undefined)	-2.9%	-3%	16%[76.3 µM]
Cc1ccc(C(=O)CSc2nc(C)cc(C)c2C(=O)Nc2cccc(C)c2)cc1	0.0%	-13%	6%[76.3 µM]
O=C(/C=C/c1cn(CC(O)CN2CCCCCC2)c2ccccc12)c1ccc(Br)cc1 (centres undefined)	11%	?	2%[76.3 µM]
Cc1sc2ncn(CC(=O)N3CCN(c4ccc(Cl)cc4)CC3)c(=O)c2c1S(=O)(=O)N1CCN(c2ncccn2)CC1	-4.3%	-27%	-4%[76.3 µM]
CCc1ccc2occ(CC(=O)N(Cc3ccccc3)C3CCS(=O)(=O)C3)c2c1 (centres undefined)	5.6%	-17%	-6%[76.3 µM]

As entered above.
Tau fluor counter with CCCc1nn2c(C)c(-c3ccccc3)nc2s1 = -18%
Epigenetic derep with CCOC(=O)c1c(C)n(-c2ccccc2)c2ccc(OC(=O)c3cccc(C)c3)cc12 = -1.6%

Compound profiles, as listed above. Order of values: Epigenetic derep | Tau fluor counter | GAA glycogen
Results for `CCCc1nn2c(C)c(-c3ccccc3)nc2s1` = 1.9% | -18% | -6%[76.3 µM]
Results for `Cc1sc2ncn(CC(=O)N3CCN(c4ccc(Cl)cc4)CC3)c(=O)c2c1S(=O)(=O)N1CCN(c2ncccn2)CC1` = -4.3% | -27% | -4%[76.3 µM]

Later entries
SMILES	Epigenetic derep	Tau fluor counter	GAA glycogen
Cc1ccc(-n2nc(C)c3c(C)c(CCC(=O)NCc4cccc(Cl)c4)c(C)nc32)cc1C	9.7%	-15%	-1%[76.3 µM]
COc1cccc(NC(=O)CCc2c(C)nc3nc(CNC(=O)c4cccc(F)c4)nn3c2C)c1	4.4%	-10%	4%&-2%[76.3 µM]
COCCCNC(=O)CN1C(=O)COc2ccc(S(=O)(=O)N3CCCCCC3)cc21	-0.3%	-7%	-3%&-1%[76.3 µM]
Cc1ccc(N2CCN(C(=O)C3CCN(c4ncnc5c4nc4n5CCCCC4)CC3)CC2)c(C)c1	1.2%	2%	13%[76.3 µM]
COC(=O)c1nnn(CC(=O)Nc2c(C)cccc2C)c1N	-2.3%	-6%	-1%[76.3 µM]
Cc1ccc(CCNC(=O)c2ccc(Cn3c(=O)c4cccn4c4cccnc43)cc2)cc1	11%	-6%	.
CC1=C(C(=O)Nc2ccccc2)C(c2cccc(O)c2)n2nc(-c3ccccc3Cl)nc2N1 (centres undefined)	-1.0%	-29%	-16%[76.3 µM]
CCC(CC)c1nn2c(=O)cc(COc3ccc(NC(=O)c4ccccc4Cl)cc3)nc2s1	5.4%	-11%	14%[76.3 µM]
COc1ccccc1-n1nc(-c2ccccc2)c2cnc3c(F)cc(F)cc3c21	?	-10%	-8%[76.3 µM]
COc1cc(/C=C(\C#N)c2nc3ccc(C)cc3[nH]2)ccc1OC(C)C	?	?	2%[76.3 µM]
Cc1ccc(NC(=O)Cn2cc3c(n2)CCCC3)c(Cl)c1	-1.9%	-9%	11%[76.3 µM]
O=C(O)c1ccc(N2C(=O)c3[nH]nc(-c4ccccc4)c3C2c2cccc(F)c2)cc1 (centres undefined)	-0.7%	4%	-11%[76.3 µM]
O=C(c1ccc2c(c1)N(Cc1ccccc1F)C(=O)c1ccccc1S2(=O)=O)N1CCN(c2ccccc2F)CC1	0.0%	-17%	-14%[76.3 µM]
CCNc1nc(NC(C)(C)C)nc(Oc2ccc(=O)n(C)n2)n1	-1.0%	-9%	6%[76.3 µM]
Cc1ccc(NC(=O)CSc2cn(CC(=O)N3CCCC3)c3ccccc23)cc1Cl	0.4%	-28%	8%[76.3 µM]
O=C(Nc1ccc2nc(SCCOc3ccccc3Cl)sc2c1)c1ccco1	0.0%	?	4%[76.3 µM]
O=C(NCc1ccccc1Cl)C1CCN(c2ncnc3c2nc2n3CCCCC2)CC1	-1.2%	-1%	12%[76.3 µM]
CCC(=O)N1CCc2cc(S(=O)(=O)NCc3ccc(C)cc3)ccc21	1.5%	-7%	13%[76.3 µM]
Cc1cc(C)cc(NC(=O)c2cccc3c2C(=O)N(C2CCCCC2)C3)c1	0.0%	-15%	1%&13%[76.3 µM]
CCOC(=O)c1cc2c(=O)n3ccccc3nc2n(CC2CCCO2)c1=NC(=O)c1cc(C)cc(C)c1 (centres undefined)	-1.5%	-13%	3%[76.3 µM]
Nc1c(C(=O)NCc2ccc(Cl)cc2Cl)nnn1Cc1ccc(Br)cc1	3.6%	-22%	-8%[76.3 µM]
CCn1cc(C(=O)NCCc2ccc(Cl)cc2)c(=O)c2cc(S(=O)(=O)N3CCCCCC3)ccc21	-1.6%	-15%	1%[76.3 µM]
CCOC(=O)c1ccccc1NC(=O)CSc1ccc(-c2cccs2)nn1	8.5%	-29%	8%[76.3 µM]
COc1ccc(NC(=O)CCc2c(C)nc3c(c2C)c(=O)n(C)c(=O)n3C)c(OC)c1	0.0%	-13%	16%[76.3 µM]
CCOC(=O)c1cccc(NC(=O)CN2C(=O)c3ccccc3Sc3ncccc32)c1	-0.2%	-15%	-12%[76.3 µM]
COc1cc(CN(C(=O)c2cccc(C)c2)c2ccccn2)cc(OC)c1OC	-2.2%	-2%	12%[76.3 µM]
COc1ccc(-n2ccn(CC(=O)NCCc3ccccc3)c(=O)c2=O)cc1OC	0.0%	17%	0%[76.3 µM]
CC(=O)N1CCc2cc(S(=O)(=O)N3CCN(c4ccc(C)cc4)C(C)C3)ccc21 (centres undefined)	3.1%	-6%	14%[76.3 µM]
O=C(Cc1ccccc1)Nc1sc2c(c1C(=O)Nc1ccccc1)CCCCC2	0.0%	-9%	-8%[76.3 µM]
CCOC(=O)C1=C(CN2CCN(c3ccc(OC)cc3)CC2)NC(=O)NC1c1ccc(OC)cc1 (centres undefined)	1.3%	-14%	-17%[76.3 µM]

An excerpt; the hit share may differ from the screen's.
